Screening results as filed in PubChem.
RAD52 anneal inh – RAD52 DNA annealing inhibitors, primary screen, biochemical, FRET, single point, set 2 | DNA repair protein RAD52 homolog (Homo sapiens), P43351 | recombinant RAD52 DNA annealing, FRET fluorescence | inhibition, % at 18.7 µM | actives 0.46% (n = 360,000);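 active = every replicate showing at least 50% inhibition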
Target sequence (P43351 whole entry, looked up): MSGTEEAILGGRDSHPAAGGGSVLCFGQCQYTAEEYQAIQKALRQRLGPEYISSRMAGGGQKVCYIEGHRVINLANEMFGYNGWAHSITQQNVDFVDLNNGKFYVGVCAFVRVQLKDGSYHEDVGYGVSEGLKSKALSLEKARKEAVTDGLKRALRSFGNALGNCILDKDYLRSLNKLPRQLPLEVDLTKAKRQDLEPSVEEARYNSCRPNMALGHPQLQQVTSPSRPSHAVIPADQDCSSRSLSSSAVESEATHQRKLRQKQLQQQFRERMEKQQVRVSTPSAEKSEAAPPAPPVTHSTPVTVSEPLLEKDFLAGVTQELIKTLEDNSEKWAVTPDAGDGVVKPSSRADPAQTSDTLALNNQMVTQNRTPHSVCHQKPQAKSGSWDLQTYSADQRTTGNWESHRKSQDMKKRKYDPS
ERAP1 HTS inh – human ERAP1 aminopeptidase inhibitors, primary screen, biochemical, single point, plate reader | Endoplasmic reticulum aminopeptidase 1 (Homo sapiens), Q9NZ08 | recombinant ERAP1, Leu-AMC fluorescence, 60 min | inhibition, % at 10.7 µM | actives 0.15% (n = 340,000) | AID 652197, 2013;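 active = mean replicate inhibition of at least 30%, or all replicates individually reaching that 30% level; inactive = mean below 30% and not every replicate reaching it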;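 note: 0% = neutral control wells and 100% = L-leucinethiol positive control wells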
GSIS activator – GLuc luminescence reporter in INS-1E cells, primary screen for activators of glucose-dependent secretion of insulin; INS-1E GLuc reporter insulin secretion, 2-3 h; actives 0.61% (n = 370,000); activation, % at 16.6 µM;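 active = lowest replicate activation of at least 40%, so every replicate reaches that level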;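 note: 0% = median of neutral control wells and 100% = median of IBMX positive control wells; some compounds called inactive have numbers as strong as hits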
esBAF inh – Bmi1 luciferase reporter increase in mESCs, primary screen, esBAF inhibitor project, mouse ES cells, Bmi1 luciferase knock-in, single point; actives 2% (n = 350,000); 24 h; 100% = twice the neutral-well signal; AID 602393, 2012; reporter increase, % at 12.5 µM; in the data active = activation above about 40%;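 note: 0% = median of the plate's neutral control wells and 100% = double that signal; a rise in the Bmi1 reporter signal indicates esBAF inhibition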
Xi reactivation – activators of inactive X chromosome reactivation, primary screen, imaging, XiGFP fibroblasts, GFP high-content imaging, set 2; XiGFP mouse fibroblasts, % GFP-positive cells imaging, 3 d; cells co-treated with 5-aza-dC sensitizer; scaled so ellipticine positive control = 100%; activation, % at 7.58 µM; actives 0.055% (n = 360,000); AID 743238, 2013;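 active = mean normalized replicate activation at least 10% and every replicate at or above 10%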;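 note: 0% = median of on-plate neutral control wells and 100% = ellipticine 6 µM median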
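Material: SV40-immortalized XiGFP fibroblast cells, line 68-5-11 | Buffer or medium: DMEM containing 5-aza-dC | Dosing: One concentration, pinned | Times: 3 d treatment, 15 min room-temperature fixation | Controls: Ellipticine 6 µM positive control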
CFTR F508del cor – F508del CFTR correction, initial screen, CFBE line, single point | CFBE cells, YFP halide quenching; stimulated with forskolin plus potentiator P3; % fluorescence drop versus neutral controls | activity (quench increase), % at 7.58 µM | actives 0.36% (n = 350,000) | AID 720511, 2013;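 active = mean added fluorescence quench of at least 8% versus neutral control, with both replicates also reaching 8%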;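 note: cells transiently co-express mutant CFTR-F508del with the halide-sensitive YFP; corrector assay measuring rescue of mutant channel to the surface after 24 h compound exposure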
ARNT-TACC3 inh – disruptors of ARNT/TACC3 protein interaction, primary screen, biochemical, AlphaScreen, single concentration | inhibition, % at 9.99 µM | Transforming acidic coiled-coil-containing protein 3 (Homo sapiens), Q9Y6A5 | actives 0.66% (n = 390,000) | AID 623870, 2012 | AlphaScreen His-ARNT PAS-B/GST-TACC3 binding, luminescence; TACC3 fragment carries E629A point mutation;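 active = mean inhibition of replicates at least 50% and at least half of replicates each reaching 50%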;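 note: 0% = complete ARNT plus TACC3 wells and 100% = ARNT alone without TACC3; many hits fall short of the cut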
RAD54 branch – inhibitors of human RAD54 branch migration, primary screen, biochemical, fluorescence, single point; RAD54 Holliday junction branch migration, FAM/BHQ fluorescence; inhibition, % at 10.4 µM; actives 0.14% (n = 360,000);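 active = mean normalized replicate activity at least 40 and at least half of replicates scoring 40 or more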;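 note: 0% = median of neutral control wells and 100% = median of positive control wells; inhibitors cause a drop in the FAM fluorescence signal; in these data hits start at about 50%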
An asterisk follows results filed as active; / = no result given.

SMILES	RAD52 anneal inh	ERAP1 HTS inh	GSIS activator	esBAF inh	Xi reactivation	CFTR F508del cor	ARNT-TACC3 inh	RAD54 branch
O=C(CN1C(=O)c2cccnc2Oc2ccc(Cl)cc21)N1CCCCCC1	-4	-1	-13	4	0.0	2.2	4	-12
COc1ccccc1CNC(=O)c1ccc2ccccc2n1	-108	0	-12	12	0.0	-0.5	2	2
COc1ccc2[nH]c(=O)c(CN(C(=O)c3ccccn3)C3CCCCC3)cc2c1	/	/	12	3	/	/	-4	0
Cn1c(CC(=O)Nc2ccccc2F)nnc1SCC(=O)NC1=NCCS1	-17	2	-4	-4	0.1	1.2	3	-8
COc1ccc(-c2csc(NC(=O)CSc3nc4ccccc4c(=O)[nH]3)n2)cc1	-75	1	7	9	0.0	0.3	-4	13
C[C@@H](O)C#Cc1ccc([C@H]2[C@H](CO)N3CCCCN(CC4CCOCC4)C[C@@H]23)cc1	9	2	10	/	0.0	-1.0	-3	-5
Cc1sc2ncnc(N3CCC(C(=O)Nc4ccc(Cl)c(Cl)c4)CC3)c2c1C	-11	-2	-8	-8	0.0	-4.7	-5	-23
CO[C@H]1CN(C)C(=O)c2ccc(NS(C)(=O)=O)cc2OC[C@H](C)N(C(=O)C2CCCC2)C[C@@H]1C	-1	1	-7	-4	0.1	-0.9	-3	4
O=C(Nc1ccc(O)c2c(=O)cc(-c3ccccc3Cl)oc12)c1cccs1	-10	1	19	25	0.1	0.0	-15	0
COc1ccc(S(=O)(=O)N(C)C[C@H]2Oc3c(NS(C)(=O)=O)cccc3C(=O)N([C@H](C)CO)C[C@@H]2C)cc1	-4	-3	11	-2	-1.2	-1.2	-8	-3
COc1cc(C2C(C(=O)c3ccc(C)o3)=C(O)C(=O)N2c2cc(C)on2)cc(OC)c1OC (stereo not given)	-4	4	0	-3	-0.1	1.8	-1	-3
C[C@H](CO)N1C[C@H](C)[C@@H](CN(C)C(=O)C2CCCCC2)Oc2cc(-c3ccncc3)ccc2S1(=O)=O	/	/	-17	-3	-0.5	1.6	/	/
Cc1cc(C)c(NC(=O)CCCN2CCOCC2)c(C)c1	/	/	-9	-10	/	/	1	-10
C[C@@H]1CN([C@@H](C)CO)C(=O)Cc2cc(NS(=O)(=O)c3ccccc3)ccc2O[C@@H]1CN(C)C(=O)Nc1cccc2ccccc12	-16	0	3	8	-0.2	-2.7	17	2
CCCNC(=O)N1CC2(CCN(Cc3cccc(F)c3)CC2)c2c([nH]c3cc(OC)ccc23)[C@@H]1CO	6	-3	-5	/	0.0	2.2	/	/
COCC#Cc1ccc([C@@H]2[C@H](CO)N3CCCCN(Cc4cncnc4)C[C@@H]23)cc1	3	-1	1	/	0.2	-3.1	9	-1
CCN(CCn1cccn1)Cc1c(C(=O)N2C[C@@H](C)O[C@@H](C)C2)nc2ccc(Cl)cn12	-18	-2	-8	-3	0.0	/	-5	-14
CC1(C)C/C(=N\O)c2cc3c(nc2C1)CCCC3	-5	0	3	-1	/	/	-3	14
Cc1noc(C)c1S(=O)(=O)NC(=O)C1(C)CCN1C(=O)CC(c1ccccc1)c1ccccc1 (stereo not given)	-4	-4	2	1	0.0	0.6	/	4
COC(=O)C[C@H]1CC[C@@H]2[C@H](COc3ccc(NS(=O)(=O)c4ccccc4F)cc3C(=O)N2C)O1	/	/	6	-4	-0.2	1.1	-6	-8
CN(Cc1ccccc1)c1ncnc(N)c1[N+](=O)[O-]	-5	2	44*	/	0.0	-2.0	25	/
COc1ccc(NS(=O)(=O)CC23CCC(CC2=O)C3(C)C)cc1 (stereo not given)	/	/	-7	-4	/	/	-12	-2
CC(=O)Nc1cc(-c2cccc(C(=O)N(C)C)c2)cn2c(-c3ccc(C(C)=O)cc3)cnc12	-5	9	0	6	0.0	2.7	/	7
CC(C)CNC(=O)COC(=O)Cc1ccc(Cl)cc1	-7	-3	46	/	0.0	-1.3	-15	/
CN1CCN(C(=O)NCC23CC4CC(CC(C4)C2)C3)CC1	-2	-1	-1	/	0.2	1.5	-3	/

Going on with the list:
SMILES	RAD52 anneal inh	ERAP1 HTS inh	GSIS activator	esBAF inh	Xi reactivation	CFTR F508del cor	ARNT-TACC3 inh	RAD54 branch
CCc1nc2ccc(C(=O)NCCOc3ccc(OC)cc3)cn2c1N(CC)CCOC	-12	8	-11	2	0.1	7.1	/	3
CC(C)(C)C(=O)Nc1ccc(C(=O)NNC(=O)Cc2ccccc2)cc1	-9	2	2	21	/	/	1	-2
O=C(Nc1ccc(Cl)cc1)N1C[C@@H]2[C@H](c3ccccc31)[C@H](CO)N2CC1CCCC1	-9	-1	-43	17	0.0	3.6	-2	-14
O=C(N[C@@H]1CC[C@H](CCNC(=O)C2CCOCC2)O[C@H]1CO)c1ccccn1	-13	-3	9	1	0.0	1.0	-4	-3
COc1ccc(C(=O)NCc2ccc(C(=O)NCC(OC)OC)cc2)cc1OC	-6	-3	0	/	0.0	2.1	-5	/
CCCn1c(=O)c2ccccc2n2c(SCCNCCO)nnc12	16	4	-1	-8	0.1	0.9	-25	8
CC1(c2nnc(-c3cccc(Cl)c3)o2)CC(c2cccc(Cl)c2)=NO1 (stereo not given)	-12	3	-14	/	-0.1	-1.5	-23	5
COc1ccc(CCC2(C)OCC(CCCCO)O2)cc1 (stereo not given)	-21	1	-8	3	0.1	1.0	-1	-12
Cc1ccc(Nc2ccc(N)cc2S(=O)(=O)O)cc1	-94	17	5	-5	0.0	-0.3	2	11
O=C(O)CNC(=O)CCCn1nnc2ccccc2c1=O	-13	-3	25	3	-0.1	-1.6	-1	/
Cc1cc(C)cc(NC(=O)Cc2ccc(NC3=NC4CS(=O)(=O)CC4S3)cc2)c1 (stereo not given)	-5	6	-2	-1	0.1	2.1	25	4
CCC(=O)N1C[C@@H](C)[C@@H](OC)CN(C)C(=O)c2cc(NS(=O)(=O)CC)ccc2OC[C@@H]1C	7	4	5	-6	0.2	0.8	-6	-6
COc1ccc(C(=O)Nc2ccc3c(c2)OC[C@H](C)N(C)C[C@H](C)[C@H](OC)CN(C)C3=O)cc1	3	/	6	2	0.0	/	-5	5
O=C(NC[C@H]1[C@@H](c2ccccc2)[C@@H](CO)N1CC1CCCC1)c1ccccc1	-3	0	8	-2	0.0	-1.5	0	-1
Cc1cc(C(=O)Nc2cccnc2)no1	-8	-1	-3	/	/	-1.3	1	/
COc1ccc(NC(=O)Cn2c(=O)n(CC3CCCO3)c(=O)c3cc(OC)c(OC)cc32)c(OC)c1 (stereo not given)	-10	-5	/	-11	0.1	0.2	-13	-4
CC(C)C(=O)N(c1ccc(F)cc1)C1C=CS(=O)(=O)C1 (stereo not given)	-11	0	15	0	/	1.1	1	-6
CC(=O)N(C)C[C@H]1Oc2ncc(-c3ccc(C)cc3)cc2C(=O)N([C@@H](C)CO)C[C@H]1C	6	3	20	-2	-0.1	0.1	1	5
COc1ccc(/C(C)=N/NC(=O)c2ccccc2N)cc1	-2	8	-2	24	0.0	-1.0	-18	5
COc1ccc(/C(O)=C2/C(=O)C(=O)N(c3ccccn3)C2c2ccc(C(C)C)cc2)cc1 (stereo not given)	-2	-1	2	38	0.1	-3.6	-7	/
COC(=O)Nc1nnc(-c2ccco2)s1	-11	/	-2	/	0.7	1.7	/	10
COc1cc(OC)c(C(=O)OCC(=O)NCC2CCCCC2)cc1OC	-4	7	15	6	-0.1	2.6	1	-9
O=C(CCc1ccccc1)NNC(=O)Cc1ccccc1	-8	-4	-4	-2	0.9	-1.4	5	/
O=C(O)c1ccc(COc2ccccc2/C=C2\NC(=O)N(Cc3ccccc3)C2=O)cc1	-5	-1	8	-2	0.0	-0.7	2	/
COc1cc(SC)ccc1C(=O)NCCOc1ccc(Cl)cc1	-10	4	-12	/	-0.2	/	-3	/

Sorted by length of the SMILES (falling): some entries from above.
SMILES	RAD52 anneal inh	ERAP1 HTS inh	GSIS activator	esBAF inh	Xi reactivation	CFTR F508del cor	ARNT-TACC3 inh	RAD54 branch
COc1ccc2[nH]c(=O)c(CN(C(=O)c3ccccn3)C3CCCCC3)cc2c1	/	/	12	3	/	/	-4	0
O=C(Nc1ccc(O)c2c(=O)cc(-c3ccccc3Cl)oc12)c1cccs1	-10	1	19	25	0.1	0.0	-15	0
CC(C)C(=O)N(c1ccc(F)cc1)C1C=CS(=O)(=O)C1 (stereo not given)	-11	0	15	0	/	1.1	1	-6
COC(=O)Nc1nnc(-c2ccco2)s1	-11	/	-2	/	0.7	1.7	/	10

The list continues:
SMILES	RAD52 anneal inh	ERAP1 HTS inh	GSIS activator	esBAF inh	Xi reactivation	CFTR F508del cor	ARNT-TACC3 inh	RAD54 branch
Cc1ccccc1-c1ccc(CN2CCN(C)C(CCO)C2)cc1 (stereo not given)	0	-3	19	10	0.0	-5.1	-1	3
COc1cc(NC(=O)CSc2nc3c(c(=O)[nH]2)CCCC3)cc(OC)c1OC	-9	-1	-3	/	0.0	-1.6	-4	/
COc1cc(CNc2ccc3[nH]c(=O)[nH]c3c2)ccc1OCc1c(F)cccc1Cl	-19	-4	32	5	0.1	2.3	-2	3
Cc1ccc(C(=O)N/C(=C\c2cn(C)c3ccccc23)C(=O)NCCCn2ccnc2)cc1	-6	0	3	/	0.0	0.5	7	/
O=S(=O)(NCCN1CCN(S(=O)(=O)c2ccccc2F)CC1)c1ccccc1F	3	0	-9	-1	0.1	0.8	3	-11
COc1cc(C(=O)Nc2cccc(S(=O)(=O)NCc3ccco3)c2)cc(OC)c1OC	-10	-2	/	-6	0.3	0.8	5	-5
Cc1ccc(S(=O)(=O)N(C)C[C@@H]2Oc3ccc(NC(=O)Cc4cn(C)c5ccccc45)cc3C(=O)N([C@H](C)CO)C[C@H]2C)cc1	-37	1	-6	-2	-0.1	1.2	4	2
Cn1c(=O)c(=O)n(C)c2cc(S(=O)(=O)CCC(=O)Nc3ccc(F)cc3)ccc21	-16	-4	9	-1	0.0	-0.6	4	-7
CN(CC(=O)Nc1ccccc1Cl)C(=O)C1CCN(S(=O)(=O)c2ccc3c(c2)OCCO3)CC1	3	-5	0	-4	0.2	-3.1	2	/
Cc1ccc(/C=N/NC(=O)CN2C(=O)CSc3ccccc32)o1	-6	8	-4	/	-0.1	-1.6	1	/
C[C@@H](O)C#Cc1cnc2c(c1)C(=O)N([C@@H](C)CO)C[C@H](C)[C@H](CN(C)Cc1ccccn1)O2	5	-1	12	-1	-0.2	1.4	-11	-1
O=C(c1ccc2ccccc2c1)N1CCCCC1	-14	-2	2	-1	0.2	1.1	-3	9
COc1ccc(C(=O)OC(C)C(=O)NC(C)CCc2ccccc2)c(OC)c1 (stereo not given)	-7	-1	-15	-3	0.1	-1.1	/	-5
CCC(CO)NC1=C([N+](=O)[O-])C(=O)CC(C)(C)C1 (stereo not given)	/	/	3	/	0.1	/	-3	2
C[C@H](CO)N1C[C@H](C)[C@@H](CN(C)C(=O)Cc2cccnc2)Oc2cc(C#Cc3ccccc3F)ccc2S1(=O)=O	7	-6	7	/	0.1	-0.5	/	/
CCC(=O)N1CCCc2ccccc21	-5	4	-3	/	0.4	-1.0	-5	/
Cc1cccnc1NC(=O)COc1ccc2oc3c(c2c1)CCCC3	1	-9	/	8	/	/	0	-1
CSc1ccc(S(=O)(=O)Nc2ccc(N3CCOCC3)c(Cl)c2)cc1	-1	1	-5	8	/	-1.5	-15	4
